# Compound activity (PubChem)
# FXIa inh 1536: factor XIa (human) inhibition | purified FXIa, Boc-Glu-Ala-Arg-AMC fluorogenic substrate | AID 798 | P03951 | 0.14% of 220,000 active | inhibition, % at 5 µM;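 active = inhibition of at least 40%; inactive = inhibition below 40%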;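 note: fluorescence of freed AMC excited at 355 nm; 0% = enzyme without compound and 100% = no enzyme blank; many of its hits are not listed in these tables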
# Wee1 degr inh: human Wee1 degradation inhibition, primary screen; HeLa Luc-Wee1K328M stability, luciferase luminescence; 100% = proteasome inhibitor MG132 effect; AID 1321; P30291; 1.2% of 220,000 active; reporter increase, % at 5 µM;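 active = activation above the mean of all tested compounds plus 3 SD, set per screening run, cut at about 8.8% in these data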;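 note: cells exposed to compound for 20 h before luminescence read; 0% = DMSO alone and 100% = MG132 at 30 µM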
# Target sequence (P30291 whole entry K328M): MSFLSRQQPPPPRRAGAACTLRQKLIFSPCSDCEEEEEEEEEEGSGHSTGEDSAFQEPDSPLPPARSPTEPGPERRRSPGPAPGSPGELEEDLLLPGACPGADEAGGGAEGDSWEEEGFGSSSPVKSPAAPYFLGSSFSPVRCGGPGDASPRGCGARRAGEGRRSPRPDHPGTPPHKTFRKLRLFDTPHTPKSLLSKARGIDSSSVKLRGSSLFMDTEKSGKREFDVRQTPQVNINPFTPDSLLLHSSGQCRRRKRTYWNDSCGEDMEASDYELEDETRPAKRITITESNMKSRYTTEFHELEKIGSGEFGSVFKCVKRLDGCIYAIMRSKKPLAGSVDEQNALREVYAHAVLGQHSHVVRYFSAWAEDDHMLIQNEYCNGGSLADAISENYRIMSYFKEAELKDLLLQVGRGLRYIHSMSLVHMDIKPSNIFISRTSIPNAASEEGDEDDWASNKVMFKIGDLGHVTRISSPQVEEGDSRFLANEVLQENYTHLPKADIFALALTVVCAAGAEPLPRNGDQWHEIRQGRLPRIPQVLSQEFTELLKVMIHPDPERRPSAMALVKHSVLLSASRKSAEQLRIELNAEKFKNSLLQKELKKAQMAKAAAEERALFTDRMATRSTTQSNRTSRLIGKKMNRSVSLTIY
# PERK inhibitor: human PERK inhibition, primary cell-based screen | Q9NZJ5 | CHO PERK-DD fusion, SEAP luminescence translation reporter | inhibition, % at 5.6 µM | 0.17% of 220,000 active | AID 1416;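 active = inhibition above the mean inhibition of all tested compounds plus 3 SD, set separately per screening campaign, cut at about 2.9% in these data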;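 note: PERK kinase domain activated by AP20187 dimerizer at 100 nM; 0% = DMSO with dimerizer and 100% = rapamycin at 8.4 µM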
# FXIIa inh 1536: factor XIIa (human) inhibition; P00748; purified FXIIa, Boc-QGR-AMC fluorogenic substrate, 2 h; inhibition, % at 5 µM; 0.3% of 220,000 active; in the data active = inhibition above about 40%;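 note: 0% = enzyme with no compound and 100% = blank without enzyme; many of its hits are not listed in these tables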
# hK5 inh: inhibitors of human kallikrein 5; Q9Y337; recombinant hK5, fluorogenic AMC substrate cleavage; inhibition, % at 5 µM; 0.59% of 210,000 active;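 active = inhibition of 40% or more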;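 note: 0% = enzyme controls without compound and 100% = no-enzyme blanks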
# Target sequence (Q9Y337 67-293 limits assumed): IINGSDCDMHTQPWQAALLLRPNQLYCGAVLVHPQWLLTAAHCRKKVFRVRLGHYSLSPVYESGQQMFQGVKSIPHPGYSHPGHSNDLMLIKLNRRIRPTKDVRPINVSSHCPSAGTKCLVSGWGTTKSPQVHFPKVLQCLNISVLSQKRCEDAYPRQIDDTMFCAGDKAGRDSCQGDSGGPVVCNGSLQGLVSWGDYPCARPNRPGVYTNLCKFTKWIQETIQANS
# KCC2 mod: modulators of human KCC2 chloride dependent transport. 2.2% of 190,000 active. B-score of Tl+ flux slope (higher = more flux/activation; lower = inhibition) at 10 µM. Q9H2X9. KCC2 cells, thallium flux FluoZin-2 fluorescence;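 active = thallium flux slope and its plate-corrected score both differing from the plate sample mean at a set confidence after two filtering rounds, in either direction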;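 note: slope of fluorescence scaled to starting intensity during 10 to 20 s after thallium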
# Furin inhibitor: human furin inhibition; AID 463115; 0.061% of 220,000 active; purified furin, fluorogenic substrate cleavage; inhibition, % at 30 µM; P09958; in the data active = inhibition above about 25%; note: inactives centre near -15
# thrombin 1536: blocks human thrombin protease activity. alpha-thrombin, Boc-VPR-AMC fluorogenic substrate cleavage. inhibition, % at 5 µM. 0.26% of 220,000 active;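 active = inhibition at or above 40%; inactive = inhibition below 40%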;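 note: 0% = enzyme with no compound and 100% = wells without enzyme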
#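 System: Human alpha-thrombin protein | Medium: pH 7.5 Tris (50 mM) with NaCl 150 mM, Tween 20 0.05% | Times: Enzyme reaction carried out at room temperature | Detection: AMC fluorescence, 355/460 nm | Evaluation: Percent inhibition scaled between no-compound controls and no-enzyme blanks | Benchmarks: Enzyme without compound as high, wells lacking enzyme as low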
# p97 inhibitor: human p97 ATPase inhibition; P55072; recombinant p97 ATPase, Kinase-Glo ATP luminescence, 3 h; inhibition, % at 8 µM; 0.42% of 220,000 active; in the data active = inhibition above about 15%;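 note: 0% = DMSO vehicle and 100% = wells lacking enzyme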
# * = called active by the depositor; nt = not tested or not shown; [ ] = another dose, or the depositor's remark.
# Short forms – A = FXIa inh 1536; B = Wee1 degr inh; C = PERK inhibitor; D = FXIIa inh 1536; E = hK5 inh; F = KCC2 mod; G = Furin inhibitor; H = thrombin 1536; I = p97 inhibitor
COC(=O)Cc1[nH]c(Cl)nc1C(N)=O
  A: -6; B: 2; C: 1.7; D: 0; E: -2; F: -0.046; G: -26; H: -4; I: 6

COc1ccc(S(=O)(=O)N2CCc3ccccc32)cc1C(=O)OCc1c(C)noc1C
  A: -4; B: 3; C: -1.6; D: 10; E: -13; F: 0.33; G: 0; H: 3; I: -10

c1ccc(C2Nc3ccccc3-c3nc4ccccc4n32)nc1 (centres undefined)
  A: -6; B: -1; C: 1.0; D: -17; E: -1; F: -0.79; G: -14; H: -10; I: 0

COc1ccc(CNC(=O)c2c(C)nc3ccccn23)cc1
  A: 7; B: 5; C: 0.1; D: 5; E: -2; F: -0.15; G: 19[20 µM]; H: -2; I: -4

O=C(CC1CCCCC1)NCc1nc(-c2ccccc2)no1
  A: 1; B: 1; C: -1.5; D: 6; E: 1; F: 0; G: -10; H: -12; I: -2

C=CCOC(=O)/C(=C\c1ccc(OC)cc1)NC(=O)c1ccco1
  A: -16; B: -2; C: 0.7; D: -6; E: -27; F: -0.014; G: -1[20 µM]; H: 12; I: 0

O=C(NC1CCCCC1)c1cc(C(=O)c2ccccc2Br)c[nH]1
  A: -3; B: -2; C: -0.8; D: 2; E: 2; F: nt; G: -16; H: -8; I: -5

Cc1coc(C)c1C(=O)CC1(O)C(=O)Nc2cc(Cl)cc(Cl)c21 (centres undefined)
  A: 2; B: 3; C: 0.1; D: 18; E: -13; F: 0.2; G: -26; H: 2; I: 1

Cc1nn(-c2ccccc2)c(C)c1/C=N/NC(=O)c1cc(-c2ccccc2)n[nH]1
  A: -2; B: 2; C: -1.5; D: 2; E: -18; F: nt; G: -8[20 µM]; H: -3; I: 0

O=C(Nc1nnc(-c2ccco2)s1)C1CC1
  A: -1; B: 3; C: -0.1; D: 13; E: -11; F: -0.074; G: -20; H: -9; I: 5

O=C(CSc1ccc(Cl)cc1)Nc1ccc(N2CCN(c3ccccc3)CC2)c(F)c1
  A: 16; B: -1; C: 0.6; D: 23; E: -12; F: -0.11; G: -1[20 µM]; H: 4; I: -7

NS(=O)(=O)c1cc(C(=O)OCC(=O)c2ccc3c(c2)OCCO3)ccc1Cl
  A: 11; B: 0; C: 0.4; D: 30; E: 11; F: -0.61; G: -10; H: 8; I: 0

CCOc1ccc(C(=O)CCC(=O)NC(C)C(=O)OC)cc1 (centres undefined)
  A: 4; B: -1; C: -0.1; D: 14; E: 6; F: -0.19; G: -23; H: 2; I: -3

O=C(CN1CCN(c2ccc(F)cc2)CC1)Nc1ccc(-n2cnnn2)cc1
  A: -4; B: 1; C: 0.1; D: 3; E: -24; F: 0.014; G: 25[20 µM]; H: -3; I: 6

COc1cc(C2c3c(oc4c(C)cc(C)cc4c3=O)C(=O)N2Cc2cccnc2)cc(OC)c1OC (centres undefined)
  A: nt; B: -3; C: 1.6; D: nt; E: nt; F: -0.21; G: -11[20 µM]; H: nt; I: 3

O=C(Oc1cccc(C(=O)N2CCOCC2)c1)c1ccc(Br)cc1
  A: -10; B: -1; C: 1.3; D: -7; E: 0; F: 0.056; G: -28; H: -5; I: 2

Cc1ccc(C2CC(=O)NC(SCc3ccccc3)=C2C#N)cc1 (centres undefined)
  A: 9; B: 0; C: 0.3; D: 19; E: -8; F: -0.0098; G: -18[20 µM]; H: 3; I: -1

Cc1csc(NC(=O)C2CCCN2C(=O)OCC(C)C)n1 (centres undefined)
  A: -10; B: -3; C: -0.2; D: 10; E: 21; F: 0.83; G: -27; H: 7; I: 1

CCOc1ccc(NC(=O)CCSc2ccc3ccccc3n2)cc1
  A: -4; B: -1; C: 0.8; D: 0; E: -8; F: -1.4; G: -22; H: -4; I: -1

Cn1c(=O)[nH]c(=O)c2c1nc(CN1CCN(c3cccc(Cl)c3)CC1)n2CCCc1ccccc1
  A: 2; B: -2; C: 0.6; D: 11; E: 1; F: 1.2; G: -27; H: -1; I: 2

# Reprinted at random: four records from the list
# Short forms – A = FXIa inh 1536; B = Wee1 degr inh; C = PERK inhibitor; D = FXIIa inh 1536; E = hK5 inh; F = KCC2 mod; G = Furin inhibitor; H = thrombin 1536; I = p97 inhibitor
COC(=O)Cc1[nH]c(Cl)nc1C(N)=O
  A: -6; B: 2; C: 1.7; D: 0; E: -2; F: -0.046; G: -26; H: -4; I: 6

COc1cc(C2c3c(oc4c(C)cc(C)cc4c3=O)C(=O)N2Cc2cccnc2)cc(OC)c1OC (centres undefined)
  A: nt; B: -3; C: 1.6; D: nt; E: nt; F: -0.21; G: -11[20 µM]; H: nt; I: 3

CCOc1ccc(NC(=O)CCSc2ccc3ccccc3n2)cc1
  A: -4; B: -1; C: 0.8; D: 0; E: -8; F: -1.4; G: -22; H: -4; I: -1

NS(=O)(=O)c1cc(C(=O)OCC(=O)c2ccc3c(c2)OCCO3)ccc1Cl
  A: 11; B: 0; C: 0.4; D: 30; E: 11; F: -0.61; G: -10; H: 8; I: 0

# Next part:
# Short forms – A = FXIa inh 1536; B = Wee1 degr inh; C = PERK inhibitor; D = FXIIa inh 1536; E = hK5 inh; F = KCC2 mod; G = Furin inhibitor; H = thrombin 1536; I = p97 inhibitor
Cc1ccc2nc(Nc3ncc4c(n3)CC(C)(C)CC4=O)nc(C)c2c1
  A: 2; B: -1; C: 0.3; D: 16; E: 6; F: 0.91; G: -14; H: 4; I: -1

COCCCNC(=O)CN(c1cc(Cl)ccc1OC)S(C)(=O)=O
  A: -1; B: -1; C: 0.8; D: 5; E: nt; F: 1; G: -27; H: -5; I: 0

COc1cc2c(cc1OC)CN(C(=O)Cc1ccc(OC)c(S(=O)(=O)N3CCOCC3)c1)CC2
  A: -17; B: 3; C: 0.3; D: 2; E: -24; F: 0.34; G: -22; H: -2; I: 4

Cc1nn2c(N3CCN(C(=O)c4ccco4)CC3)cc(C(C)(C)C)nc2c1-c1ccccc1
  A: 7; B: 1; C: 1.2; D: 12; E: -16; F: nt; G: -12; H: 5; I: 8

CC(=O)NC(CC(=O)O)c1ccc([N+](=O)[O-])cc1 (centres undefined)
  A: 2; B: 2; C: 0.4; D: 9; E: -4; F: nt; G: 11; H: 0; I: 2

CCCSc1nc(N)c2c3c(sc2n1)CN(C)CC3
  A: 4; B: 2; C: 0.5; D: 13; E: 1; F: -0.37; G: -20; H: 3; I: 1

CCCCOc1ccc(C(=O)Nc2ccc(N3CCN(C)CC3)cc2)cc1
  A: -8; B: 3; C: 0.5; D: 7; E: -2; F: -0.4; G: -32[20 µM]; H: -5; I: 3

CC1(C)Cc2c(sc3ncn4c(=S)[nH]nc4c23)CO1
  A: 6; B: -1; C: 0.2; D: 26; E: 1; F: 0.3; G: -21; H: 3; I: -5

CC(C)NC(=O)CSc1nc(N)c(NC(=O)c2ccco2)c(=O)[nH]1
  A: -4; B: -3; C: 2.8; D: 5; E: 1; F: 0.0032; G: -29; H: -4; I: 6

CC1=NN(C(=O)CCCc2ccccc2)C(O)(C(F)(F)F)C1 (centres undefined)
  A: 6; B: 3; C: 0.1; D: 16; E: 17; F: -1.5; G: -8; H: 6; I: -5

# Entries of single compounds, looked up by structure. Order of values: FXIa inh 1536 | Wee1 degr inh | PERK inhibitor | FXIIa inh 1536 | hK5 inh | KCC2 mod | Furin inhibitor | thrombin 1536 | p97 inhibitor
# Listed for O=C(Nc1nnc(-c2ccco2)s1)C1CC1 → -1 | 3 | -0.1 | 13 | -11 | -0.074 | -20 | -9 | 5
# Listed for CC1=NN(C(=O)CCCc2ccccc2)C(O)(C(F)(F)F)C1 (centres undefined) → 6 | 3 | 0.1 | 16 | 17 | -1.5 | -8 | 6 | -5
# Listed for O=C(Oc1cccc(C(=O)N2CCOCC2)c1)c1ccc(Br)cc1 → -10 | -1 | 1.3 | -7 | 0 | 0.056 | -28 | -5 | 2
# Listed for COc1cc(C2c3c(oc4c(C)cc(C)cc4c3=O)C(=O)N2Cc2cccnc2)cc(OC)c1OC (centres undefined) → nt | -3 | 1.6 | nt | nt | -0.21 | -11[20 µM] | nt | 3
# Listed for O=C(CC1CCCCC1)NCc1nc(-c2ccccc2)no1 → 1 | 1 | -1.5 | 6 | 1 | 0 | -10 | -12 | -2

# Additional compounds follow.
# Short forms – A = FXIa inh 1536; B = Wee1 degr inh; C = PERK inhibitor; D = FXIIa inh 1536; E = hK5 inh; F = KCC2 mod; G = Furin inhibitor; H = thrombin 1536; I = p97 inhibitor
C/C(N)=C(/C#N)C(=O)COC(=O)c1ccccc1C(=O)c1ccc(C)cc1
  A: 4; B: 2; C: 1.2; D: 8; E: -1; F: 0.24; G: -29; H: 5; I: 1

COc1ccc(OC)c(-n2c(CN3CCC(C(N)=O)CC3)nc3ccccc3c2=O)c1
  A: 4; B: -1; C: 0.7; D: 12; E: -7; F: 1.4; G: 1[20 µM]; H: 0; I: -6

O=C(NCc1ccccn1)Nc1ccc(F)cc1
  A: 10; B: 4; C: -0.5; D: 12; E: -20; F: 1.3; G: -7; H: 3; I: -3

O=C(O)/C=C/C(=O)Nc1ccc(-n2nccc2C(F)(F)F)cc1
  A: 0; B: 0; C: 0.8; D: 7; E: 0; F: 0.13; G: -2; H: 0; I: 5

O=C(c1ccc2c(c1)C(=O)N(CCCO)C2=O)c1ccc2c(c1)C(=O)N(CCCO)C2=O
  A: -3; B: 3; C: -0.2; D: 5; E: 12; F: 0.91; G: -17; H: -3; I: -3

CC(C)CCN1CCC(N)=NC1=O
  A: 4; B: 7; C: 0.6; D: 5; E: -3; F: 1.6; G: -19; H: -4; I: 3

O=C(CNC(=O)c1ccco1)NCC(=O)OCc1cccc(Cl)c1
  A: 7; B: 2; C: -0.4; D: 20; E: 5; F: 0.39; G: -16[20 µM]; H: 2; I: 4

COc1ccc(-n2c(=O)c3c4c(sc3n(CC(=O)NC3CCCC3)c2=O)CCCC4)c(OC)c1
  A: -3; B: -2; C: -0.2; D: 3; E: -2; F: 1.3; G: -23; H: -4; I: 4

O=C(NCCCN1CCOCC1)c1ccc(CSc2ccc(Cl)cc2)cc1
  A: 4; B: -1; C: 0.4; D: 3; E: 0; F: -0.42; G: -12; H: -9; I: -2

COC(=O)C(NC(=O)c1ccccc1)(Nc1nc(C)cs1)C(F)(F)F (centres undefined)
  A: -4; B: -1; C: 0.9; D: 10; E: -13; F: nt; G: -18; H: -16; I: 2

COc1ccc(CC(=O)N/N=C(\C)c2ccccn2)cc1
  A: -5; B: 4; C: 0.2; D: 4; E: -74; F: -0.39; G: -15; H: -4; I: -3

COc1ccccc1/C=C\C(=O)NCC(=O)N/N=C/c1ccc(O)cc1O
  A: 2; B: -2; C: 1.5; D: 6; E: 0; F: -0.88; G: -14; H: -6; I: 0

Cc1ncc(CO)c(/C=N/NC(=O)c2ccccc2Br)c1O
  A: 23; B: 6; C: 2.1; D: 19; E: -42; F: -0.043; G: -7; H: -19; I: 6

COc1ccc(N(CC(=O)Nc2cc(C)on2)S(=O)(=O)c2ccc(Cl)cc2)cc1
  A: -6; B: 4; C: 0.2; D: 9; E: -1; F: 1.2; G: -11[20 µM]; H: -4; I: -1

O=S(=O)(c1ccccc1)N1CCCC1c1nc2ccccc2s1 (centres undefined)
  A: -13; B: 4; C: 0.8; D: 2; E: -5; F: nt; G: -10[20 µM]; H: -3; I: 3

Cc1ccccc1NC(=O)CCC(=O)N/N=C/c1ccc(F)cc1
  A: 2; B: 0; C: 0.6; D: 9; E: nt; F: -1.1; G: -19; H: 0; I: 4

C=CCC1(O)C(=O)Nc2ccccc21 (centres undefined)
  A: 11; B: 0; C: 0.7; D: 21; E: -24; F: -0.52; G: -16[20 µM]; H: 2; I: -2

COc1cccc(NC(=O)CNC(=O)c2ccc([N+](=O)[O-])cc2)c1
  A: 4; B: 1; C: 0.8; D: 11; E: 4; F: 0.49; G: -25; H: 5; I: 7
